Bioassay records from PubChem.
HCMV antiviral = qHTS Assay for inhibitors of the human cytomegalovirus (HCMV) | HFF cells, HCMV-luciferase reporter, 72 h; stronger effect = lower value | activity change, negative = inhibition, % at 57.5 µM | AID 1259415, 2018 | hit rate 4.5% among 410,000; in the data active = activity change below about -60%; inconclusive = no clear call, values can overlap the other calls; inactive = above about -39%
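HFF cells seeded 16 h at 37C, treated with compounds, infected with luciferase-reporter HCMV at MOI 1 PFU/cell; luciferase read at 72 h post infection, normalized to buffer-only and Salinomycin controls.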
AmpC inh no detg = qHTS Inhibitors of AmpC Beta-Lactamase (assay without detergent); AmpC nitrocefin hydrolysis, absorbance 480 nm, 0.0001% Triton; Potency, µM (top dose mostly 57.1 µM), without a hit: at the highest dose activity change, negative = inhibition, hits mostly inhibitors; hit rate 0.52% among 330,000;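 note: potency is the fitted concentration of half-maximal effect; plate controls were no compound for no effect and no enzyme for full effect; nearly all actives have a fitted effect of over 20% in size; some results filed as inactive show a strong effect at the top dose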
Target sequence (P00811 whole entry, looked up): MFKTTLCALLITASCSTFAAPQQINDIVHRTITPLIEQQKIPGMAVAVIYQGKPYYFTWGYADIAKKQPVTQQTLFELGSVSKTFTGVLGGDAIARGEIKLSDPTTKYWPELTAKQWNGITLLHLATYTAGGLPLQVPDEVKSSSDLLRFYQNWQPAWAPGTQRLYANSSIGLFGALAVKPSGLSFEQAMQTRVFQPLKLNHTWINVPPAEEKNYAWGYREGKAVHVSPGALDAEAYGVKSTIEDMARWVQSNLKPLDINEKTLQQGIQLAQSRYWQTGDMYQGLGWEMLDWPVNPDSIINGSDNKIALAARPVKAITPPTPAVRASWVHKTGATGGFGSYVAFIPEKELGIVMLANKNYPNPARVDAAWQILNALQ
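20 mM phosphate pH 7.0 + 0.01% (detergent screen) or 0.0001% Triton X-100; 5.3 nM AmpC reagent; cpd preinc 15 min RT; nitrocefin (800 uM stock) to start; A480 q20 s × 4 min; Activity was normalised to no-enzyme and no-compound control wells.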
AMA1 RON2 block = qHTS for Inhibitors of AMA1-RON; Towards Development of Antimalarial Drug Lead: Primary Screen | Plasmodium falciparum AMA1 (3D7) - RON2 peptide interaction | hit rate 0.2% among 360,000 | AlphaScreen AMA1-biotinylated RON2 peptide binding | Potency, µM (series often up to 58.2 µM), without a hit: at the top dose activity change, negative = inhibition, hits mostly inhibitors;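 note: potency is the fitted concentration of half-maximal effect; 0% = vehicle wells and -100% = peptide control; nearly all actives have a fitted effect of over 45% in size; some results filed as inactive show a strong effect at the top dose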
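AMA1 (3D7) with his tag at 25 nM final met compounds first, then biotinylated RON2 peptide at 25 nM; detection used donor plus acceptor beads, 10 µg/mL apiece, read by AlphaScreen after 30 min at room temperature.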
Sm TGR block = qHTS Assay for the Inhibitors of Schistosoma Mansoni Peroxiredoxins; Schistosoma mansoni thioredoxin glutathione reductase (TGR), Q962Y6; purified TGR, DTNB reduction, TNB absorbance 405 nm; Potency, µM (top dose mostly 114 µM), for the others: at the top dose activity change, negative = inhibition, usual class: inhibitors; hit rate 3% among 360,000; AID 485364, 2010; note: potency is the fitted concentration of half-maximal effect; nearly all actives have a fitted effect of over 60% in size
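TGR 20 nM + NADPH 100 uM (dispensed conc.), cpd preinc 15 min RT; start with NADPH (500 uM addition) then DTNB (15 mM addition). Kinetic TNB absorbance, 405 nm filter. Four-parameter Hill fit across titration.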
FBPA Giardia inh = qHTS Assay for Inhibitors of Fructose-1,6-bisphosphate Aldolase from Giardia Lamblia; purified Giardia FBPA; Potency, µM (top dose mostly 59.6 µM), for inactives: top-dose activity, negative = inhibition, usual class: inhibitors; hit rate 0.71% among 290,000; A8B2U2; note: potency is the fitted concentration of half-maximal effect; nearly all actives have a fitted effect of over 55% in size
Target sequence (A8B2U2 whole entry, looked up): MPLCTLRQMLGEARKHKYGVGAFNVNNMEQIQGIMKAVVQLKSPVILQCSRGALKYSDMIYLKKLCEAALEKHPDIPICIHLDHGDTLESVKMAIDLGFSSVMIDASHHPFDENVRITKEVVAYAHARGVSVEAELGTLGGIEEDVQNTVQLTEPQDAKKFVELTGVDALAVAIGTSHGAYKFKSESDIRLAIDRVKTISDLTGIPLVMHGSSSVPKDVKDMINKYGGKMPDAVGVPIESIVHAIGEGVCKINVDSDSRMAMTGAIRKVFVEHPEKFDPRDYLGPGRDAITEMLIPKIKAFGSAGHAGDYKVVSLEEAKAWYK
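40 nM FBPA preincubated 10 min at RT with compound (up to 57.5 uM final), then substrate plus GAPDH/TPI/NAD/arsenate coupling and diaphorase/resazurin added. Fluorescence read after 20 min at RT, 525/598 nm.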
AmpC detergent = qHTS Inhibitors of AmpC Beta-Lactamase (assay with detergent); P00811; AmpC hydrolysis of nitrocefin, absorbance 480 nm, 0.01% Triton; Potency, µM (doses to about 114 µM), inactives show at the top dose activity change, negative = inhibition, hits mostly inhibitors; hit rate 0.041% among 370,000; AID 485294, 2010;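 note: potency is the fitted concentration of half-maximal effect; 0% = no-compound wells and -100% = no-enzyme wells; nearly all actives have a fitted effect of over 25% in size; some results filed as inactive show a strong effect at the top dose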
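AmpC (5.3 nM in the dispensed reagent) in 20 mM phosphate pH 7.0 with 0.01% (detergent screen) or 0.0001% Triton X-100 was preincubated with compounds for 15 min at room temperature. Nitrocefin was then added from an 800 uM solution, and hydrolysis was followed at 480 nm.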
Active calls of the source: *; ? = inconclusive; . = not tested or not shown; & = joins results of further samples; [ ] = remark or other dose. Unless noted, calls come from the whole dose curve; as a rule, active = well fitted curve in the direction sought with a large enough effect; inconclusive = small, poorly fitted or top-dose-only effect, or another doubt; inactive = no such curve, though single readings can be large; an effect the other way counts as inactive or inconclusive. Unless noted, % is set by controls: 0 for no effect and ±100 for the full control effect.

SMILES	HCMV antiviral	AmpC inh no detg	AMA1 RON2 block	Sm TGR block	FBPA Giardia inh	AmpC detergent
O=C(C[C@@H]1C/C=C\C[C@@H](Cc2ccc(F)cc2)C(=O)OC[C@@H]2CCCN2C1=O)N[C@H](CO)Cc1ccccc1	13	215%[activator]	-3%	.	.	.
O=C(COC(=O)c1ccccc1)Nc1ccc(Cl)cc1C(=O)c1ccccc1	28	-22%	-8%	-13%	6%	?
O=C(NCCCN1CCOCC1)c1cc2c(s1)-c1ccccc1OC2	-4	69%[activator]	0%	-20%	7%	-14%
COc1ccc(C(=O)Cn2nnc(-c3ccccc3NC(=O)C(F)(F)F)n2)cc1	31	-35%	-2%	0%	8%	-6%
COc1ccc(/C(C)=N/NC(=O)CNC(=O)/C=C\c2ccccc2)c(OC)c1	-86*	-13%	-2%	-3%	1%	-9%
O=C(NCC1CCCN1S(=O)(=O)c1cccs1)C(=O)Nc1ccccc1Cl (stereo unspecified)	-6	-33%	-2%	2%	.	-20%
Cn1cc(S(=O)(=O)NC(c2ccccc2)c2ccccc2)c(=O)n(C)c1=O	-1	0%	-2%	11%	4%	5%
Cc1cccc(N2CCN(C(=O)Cn3ncc4c([nH]c5ccccc54)c3=O)CC2C)c1 (stereo unspecified)	16	.	.	30%	.	18%
NCCCn1c(C(=O)c2cc(Cl)c(N)c(Cl)c2)c2ccc([N+](=O)[O-])cc2[n+]1[O-]	-67*	30%	3%	40µM*	.	-11%
CC(=O)CC(=O)Nc1ncc(C(F)(F)F)cc1Cl	-16	23%	6%	19%	5%	0%
COc1ccccc1N1CCN(C(=O)c2ccoc2C)CC1	1	-3%	-13%	45µM*	-2%	7%
COc1ccc(S(=O)(=O)N(CC(=O)NCc2cccnc2)c2ccc(C)cc2)cc1OC	-9	24%	22%	-1%	.	4%
O=C(c1ccc(F)cc1F)N1CCCC(c2nc(-c3ccc(F)cc3)no2)C1 (stereo unspecified)	-22	84%[activator]	-8%	0%	-8%	-15%
CCN(CC)CCNC(=S)Nc1ccc2nc(N3CCN(C)CC3)cc(C)c2c1	-16	-6%	4%	-23%	0%	-4%
CSc1ccc(NC(N)=S)cc1	-10	-15%	-8%	3%	-2%	2%
COC(=O)Cc1cc(OC)c(OC)cc1S(=O)(=O)N(C)C	-21	-11%	2%	4%	-1%	3%
CCOc1ccc(-c2c(C)nn3c(C)c(C(=O)NCC(C)c4ccccc4)cnc23)cc1OCC (stereo unspecified)	-14	.	.	-2%	.	20%
CC(C)(C)c1cc[n+](-c2[nH]c(=O)sc2/C=N/N=C(\[O-])c2cccnc2)cc1	11	-1%	29%	-3%	-5%	3%
COCCn1c(-c2cc(OC)c(OC)c(OC)c2)nc2oc3cc(OC)ccc3c(=O)c2c1=O	.	-3%	8%	1%	1%	3%
COc1ccc(C2c3c(n(C)c4ccccc34)C(=O)N2CC(=O)Nc2ccc(C)cc2Cl)cc1 (stereo unspecified)	0	.	.	4%	.	-2%
Cc1[nH]c2ccccc2c1C1=CCNCC1	-26	3%	0%	-15%	?	-14%
CCC(=O)Nc1ccc(NC(=S)NC(=O)Cc2ccccc2)cc1	-15	-33%	14%	?	-1%	-1%
COc1ccc(OC)c(N(CC(=O)Nc2cccnc2)S(C)(=O)=O)c1	-12	-9%	-2%	-3%	5%	4%
Cc1ccc(C(=O)NC(=S)N2CCCC2)cc1	-27	-15%	113%[activator]	-23%	.	5%
CCOc1ccc2nc(N/C(N)=N/C(=S)Nc3ccc(OC)cc3)nc(C)c2c1	-8	-31%	133%[activator]	0%	7%	-6%
Cc1ccc(C)n1-c1ccc(N(C)C)cc1	?	-16%	28µM*	32µM*	?	2%
COc1ccc(C2CC(=O)N(Cc3ccccc3C)c3c2c(C)nn3-c2nc(C)cc(C)n2)c(OC)c1 (stereo unspecified)	-23	.	.	6%	.	15%
CC(C)C(C(=O)NCc1ccco1)N(C(=O)CNS(=O)(=O)c1ccc(Cl)cc1)C1CCCC1 (stereo unspecified)	-2	-27%	0%	45µM*	-15%	-7%
Cc1ccc(-c2nc3c(c(SCC(=O)N(C)c4ccccc4)n2)Cc2c(CO)cnc(C)c2O3)cc1	-24	.	.	?	.	-8%
Cc1csc(NC(=O)CSc2ncn(-c3ccccc3)n2)n1	41	-19%	-14%	0%	5%	-11%
Cc1ccc(OCC(=O)NCCCNC(=O)c2ccccn2)cc1	0	2%	15%	-8%	-1%	-13%
CCOc1ccc(-c2csc(NC(=O)c3ccc(S(=O)(=O)N4CCc5ccccc5C4)cc3)n2)cc1	-8	-37%	2%	0%	0%	-9%
COc1ccc2oc(=O)c(C(=O)NCCc3c(C)[nH]c4ccc(Br)cc34)cc2c1	-18	.	.	5%	.	-1%
O=C(COc1ccc([N+](=O)[O-])cc1Cl)NCC1CCCO1 (stereo unspecified)	-23	-6%	-15%	-2%	0%	1%
O=C(Nc1ncccn1)c1ccc([N+](=O)[O-])cc1	49	-23%	-6%	1%	-8%	6%
CCc1cccc2cc3c(N)c(C(=O)Nc4ccc(S(=O)(=O)N5CCCC5)cc4)sc3nc12	-27	-2%	0%	5%	-6%	?
Cc1cc(C)nc(SCCS(=O)(=O)Cc2ccccc2)n1	-24	-19%	1%	-11%	3%	-2%
Cc1ccc(NC(=O)Nc2nc3ccccc3s2)cc1NC(=O)Nc1nc2ccccc2s1	-74*	-43%	-8%	-21%	1%	-14%
Cc1cc([N+](=O)[O-])nn1CC(=O)Nc1ccccn1	-14	-15%	-6%	-2%	-1%	?
Cc1cc(C(=O)CSc2nc3ccccc3c(=O)[nH]2)c(C)n1CC1CCCO1 (stereo unspecified)	?	6%	-3%	0%	0%	3%
O=C(NCCO)Nc1ccc2nc(-c3ccco3)c(-c3ccco3)nc2c1	.	47%	.	.	-59%	-11%
COc1ccc(/C=C(/NC(=O)c2ccccc2OC)C(=O)Nc2ccc(C(=O)O)cc2)cc1	-23	9%	7%	1%	.	1%
COC(=O)c1sc2cc(C(F)(F)F)cnc2c1-c1ccccn1	-13	-5%	5%	6%	0%	8%
COc1ccc(N2CCN(c3oc(-c4ccc(OC)c(OC)c4)nc3C#N)CC2)cc1	50	-18%	-6%	10%	-6%	?
c1cc(-n2cnnn2)ccc1NC1=NCCC1	42	-27%	3%	7%	-11%	-6%
CN1C(=O)N(C)C(=O)C2(Cc3c(nc4ccccn4c3=O)N3CCc4ccccc4C32)C1=O (stereo unspecified)	55	-11%	3%	6%	10%	-15%
COc1ccc(-c2noc(CSc3nnc(C)n3-c3ccc(OC)cc3)n2)cc1	-12	.	.	2%	.	12%
Cc1ccc(N2C(=O)CC(N3CCc4ccccc43)C2=O)cc1Cl (stereo unspecified)	-35	-14%	-14%	7%	4%	4%
Cc1ccc(S(=O)(=O)N2CCN(C(=O)c3c(-c4ccccc4)noc3C)CC2)cc1	-28	71%[activator]	-21%	3%	.	5%
CC(=O)N1c2ccccc2C2CCCC[C@@H]21 (stereo partly specified)	39	-4%	1%	-4%	.	-3%
CCN1CCN(C(=O)CSc2nc(N)cc(N)n2)CC1	114	-40%	-6%	.	-11%	2%
Cc1ccc(-n2c(-c3cccc(C)c3)n[nH]c2=S)cc1	16	-28%	65%[activator]	1%	7%	0%
Cc1cc(S(=O)(=O)Nc2cc3c(cc2C)n(C)c(=O)c(=O)n3C)ccc1F	8	.	.	5%	.	9%
CCn1c(C)nc([N+](=O)[O-])c1Sc1ccc(F)cc1	-13	-21%	5%	40µM*	4%	-7%
O=C(Nc1ccccn1)c1sc2cccc(F)c2c1Cl	159	-34%	-10%	-3%	3%	3%
CCC(=O)N1c2ccc(S(=O)(=O)NCCc3ccccc3)cc2CC1C (stereo unspecified)	?	-6%	-3%	-9%&5%	10%	0%&1%
CCn1c(=O)cc(N2CCCCC2)[nH]c1=O	42	-2%	1%	36%[activator]	3%	-5%
CCc1ccc[n+](-c2nc([O-])sc2C=O)c1	-36	-28%	9%	-7%	-6%	1%
CSc1nc(-c2ccccc2)cc(C)c1C#N	26	5%	21%	12%	2%	0%
COc1ccc(NC(=O)NC2CCN(C(C)C)CC2)c(OC)c1	10	-12%	-7%	0%	8%	-15%

Part of the list above in a different format.
O=C(NCCO)Nc1ccc2nc(-c3ccco3)c(-c3ccco3)nc2c1
  HCMV antiviral = .	AmpC inh no detg = 47%	AMA1 RON2 block = .	Sm TGR block = .	FBPA Giardia inh = -59%	AmpC detergent = -11%
CC(=O)CC(=O)Nc1ncc(C(F)(F)F)cc1Cl
  HCMV antiviral = -16	AmpC inh no detg = 23%	AMA1 RON2 block = 6%	Sm TGR block = 19%	FBPA Giardia inh = 5%	AmpC detergent = 0%
Cc1cc(C(=O)CSc2nc3ccccc3c(=O)[nH]2)c(C)n1CC1CCCO1 (stereo unspecified)
  HCMV antiviral = ?	AmpC inh no detg = 6%	AMA1 RON2 block = -3%	Sm TGR block = 0%	FBPA Giardia inh = 0%	AmpC detergent = 3%
COc1ccc(/C=C(/NC(=O)c2ccccc2OC)C(=O)Nc2ccc(C(=O)O)cc2)cc1
  HCMV antiviral = -23	AmpC inh no detg = 9%	AMA1 RON2 block = 7%	Sm TGR block = 1%	FBPA Giardia inh = .	AmpC detergent = 1%

The list goes on.
SMILES	HCMV antiviral	AmpC inh no detg	AMA1 RON2 block	Sm TGR block	FBPA Giardia inh	AmpC detergent
O=C(COC(=O)c1cc(=O)[nH]c2ccccc12)NCc1cccc(Cl)c1	4	-23%	-7%	-10%	.	1%
CC(=O)c1cc(C#N)c(NCc2cc(-c3ccccc3)no2)nc1C	8	-1%	-6%	1%	5%	?
Cc1ccc(C)c(N2CCN(C(=O)CCc3nc(-c4ccccc4Br)no3)CC2)c1	34	31%	-6%	.	.	.
COc1ccc2c(c1)cc(C(=O)N[C@H](C(=O)N1CCC(C(=O)O)CC1)C(C)C)n2C	-25	-5%	47%[activator]	11%	1%	4%
Cc1noc(C)c1NC(=O)N(C)C[C@H]1Oc2c(NS(=O)(=O)c3cccs3)cccc2C(=O)N([C@H](C)CO)C[C@@H]1C	5	5%	23%	.	.	.
CC(C)(C)OC(=O)N1CCC(c2c(C(=O)N3CCN(Cc4ccccc4)CC3)cnn2-c2cccc(Cl)c2)CC1	11	.	.	-9%	.	3%
O=C(Cn1nc(C(F)F)cc1C1CC1)NCCC1=CCCCC1	-7	13%	-5%	-22%	-14%	?
O=C(COC(=O)Cc1ccsc1)NCc1ccc(Cl)cc1	-32	-15%	7%	-1%	7%	-10%
O=C(O)Cn1c(SCCOc2ccccc2)nc2ccccc21	8	.	-2%	2%	-4%	0%
CC1CCC(NC(=O)CCS(=O)(=O)c2ccc3c(c2)NC(=O)CS3)CC1 (stereo unspecified)	-39	-10%	3%	-1%	.	5%
CCCOc1ccc(C2C(=O)N(C3CCC(C)CC3)CC(=O)N2CCc2ccccc2)cc1OC (stereo unspecified)	-13	.	.	-8%	.	-7%
